RGS4 act: RGS4 potentiation or activation; HEK293 M3R/inducible RGS4, carbachol calcium flux Fluo4; hits give low values; B-score at 10 µM; actives 0.92% (n = 310,000);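 active = B-score of the integrated calcium signal more than 4 SD below the library mean, with starting fluorescence not abnormally high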;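 also: negative B-score means reduced calcium response which marks RGS4 activation or potentiation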
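test system = HEK293 cells with stable M3R and inducible RGS4 | schedule = recording 10 s baseline at 1 Hz, 100 s post-agonist | technique = Fluo4-AM (2 µM) calcium-flux fluorescence, kinetic read | measure = Agonist-evoked peak-minus-minimum fluorescence over baseline, integrated ratio, B score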
KCNQ1 block: inhibitors of human KCNQ1 potassium channel. CHO-K1 KCNQ1, FluxOR thallium flux fluorescence; hits give high values. B-score at 10 µM. actives 1.3% (n = 310,000);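 active = compounds whose thallium flux B-score, printed positive for inhibition, exceeds three library SD while starting fluorescence stays within three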;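 also: channel opened by potassium depolarization with thallium stimulus after 20 min compound exposure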
KCNK9 inh: inhibitors of human KCNK9 two-pore domain potassium channel | B-score at 10 µM | HEK293 KCNK9, FluxOR thallium flux fluorescence; hits give low values | Q9NPC2 | actives 1.2% (n = 310,000) | AID 488922;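 active = ratio B-score over 3 SD below the library mean, with starting fluorescence within 5 SD of its mean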;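 also: negative B-score means less thallium flux so channel inhibition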
TMEM16A inh: inhibitors of mouse TMEM16A calcium-activated chloride channel; Q8BHY3; HEK293 TMEM16A/YFP iodide influx fluorescence, ionomycin; normalized B-score (activity score, 25-100; higher = stronger inhibition) at 10 µM; actives 1.2% (n = 310,000);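 active = ratio plate-corrected score three or more library SD toward inhibition, starting fluorescence score within five deviations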;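 also: score derived from kinetic fluorescence span divided by baseline fluorescence per well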
HDAC3 inhib: human HDAC3 inhibition | actives 0.15% (n = 320,000) | O15379 | AID 2718 | inhibition, % at 8.3 µM | recombinant HDAC3, fluorogenic peptide/trypsin coupled, fluorescence; in the data active = inhibition above about 26%, passing the limit was not always enough
Target sequence (O15379 whole entry, looked up): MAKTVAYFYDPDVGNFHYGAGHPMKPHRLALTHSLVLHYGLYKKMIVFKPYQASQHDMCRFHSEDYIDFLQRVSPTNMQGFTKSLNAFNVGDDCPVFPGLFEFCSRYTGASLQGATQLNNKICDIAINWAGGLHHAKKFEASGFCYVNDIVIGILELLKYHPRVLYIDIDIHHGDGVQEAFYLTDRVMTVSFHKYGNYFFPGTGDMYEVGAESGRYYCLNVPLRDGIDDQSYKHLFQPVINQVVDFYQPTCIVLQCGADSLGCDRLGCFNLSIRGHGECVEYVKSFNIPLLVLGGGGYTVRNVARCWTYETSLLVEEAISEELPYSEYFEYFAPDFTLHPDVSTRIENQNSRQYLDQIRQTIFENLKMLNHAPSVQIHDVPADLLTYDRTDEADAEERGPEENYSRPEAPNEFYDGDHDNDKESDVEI
hERG rescue: compounds protecting human hERG from proarrhythmic drug block; Q12809; CHO-hERG, FluxOR thallium flux, dofetilide IC70 present; activation (rescue from dofetilide block), less the hit threshold, % at 10 µM; actives 0.51% (n = 310,000);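 active = activation above the mean of controls blocked by dofetilide plus 5 SD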;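 also: thallium influx through hERG after potassium depolarization seen as dye fluorescence rise; in these data hits start at about 4.7%; inactives centre near -7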
SKKanGAS inh: SKKanGAS growth inhibition. S. pyogenes SKKanGAS, kanamycin growth, BacTiter-Glo, 6 h. inhibition, % at 7.5 µM. actives 1.3% (n = 300,000);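 active = mean replicate score, as percent of positive control median, at least 50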;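 also: strain carries kanamycin resistance gene driven by streptokinase promoter and grows in 40 µg/ml kanamycin; loss of luminescence reflects streptokinase promoter inhibition or plain growth inhibition; 0% = median of DMSO wells and 100% = positive control at its reference dose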
KCNQ1 pot: potentiators or activators of human KCNQ1 potassium channel; CHO-K1 KCNQ1, thallium flux FluxOR fluorescence; hits give high values; B-score at 10 µM; actives 0.35% (n = 310,000);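 active = fluorescence ratio B-score, a plate-corrected score, at least three library SD, with initial intensity B-score within 5 SD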
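Assay system: CHO-K1 cells stably expressing KCNQ1. Medium: assay buffer for compound exposure, DMSO matched across wells. Timing: 37 °C overnight plating, 90-min dark dye load, 20-min compound pretreatment. Signal: kinetic FluxOR fluorescence, 10 s baseline plus 110 s post-stimulus.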
TMEM16A act: activators or potentiators of mouse TMEM16A chloride channel; Q8BHY3; HEK293 TMEM16A/YFP-H148Q/I152L, iodide quench fluorescence; hits give low values; B-score at 10 µM; actives 0.3% (n = 340,000); AID 623877;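 active = fluorescence-ratio B-score plate-corrected deviation score at least 3 library SD below zero, with starting fluorescence score within 5 deviations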;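 also: channel opened by trigger with iodide after compound preincubation; score built on the fluorescence ratio of max minus min over baseline; more negative score means more quench and so TMEM16A activation or potentiation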
KCNK3 block: human KCNK3 channel inhibition, primary screen. CHO-KCNK3 thallium flux, FluxOR fluorescence; hits give low values. B-score at 10 µM. actives 0.84% (n = 340,000). AID 602410. O14649;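 active = B-score under library mean minus 4 SD, starting fluorescence ratio at most library mean plus 5 SD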;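 also: more negative B-score means stronger inhibition of thallium flux through KCNK3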
Target sequence (O14649 whole entry, looked up): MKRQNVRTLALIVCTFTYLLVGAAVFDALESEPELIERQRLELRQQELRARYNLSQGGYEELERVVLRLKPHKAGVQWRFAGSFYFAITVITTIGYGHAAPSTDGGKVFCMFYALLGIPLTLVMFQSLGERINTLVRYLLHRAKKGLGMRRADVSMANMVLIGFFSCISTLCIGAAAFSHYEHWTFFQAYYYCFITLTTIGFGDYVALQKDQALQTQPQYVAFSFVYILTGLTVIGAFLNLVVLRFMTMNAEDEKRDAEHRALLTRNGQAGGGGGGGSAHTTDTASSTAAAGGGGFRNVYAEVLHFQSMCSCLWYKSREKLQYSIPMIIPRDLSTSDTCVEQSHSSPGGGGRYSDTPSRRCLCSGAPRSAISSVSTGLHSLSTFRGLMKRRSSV
RGS4 inh: inhibitors of human RGS4; P49798; actives 0.45% (n = 310,000); B-score at 10 µM; HEK293 M3R/RGS4 inducible, Fluo-4 calcium flux; hits give high values; triggered by carbachol at its EC20;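 active = B-score, a plate-corrected calcium signal, over three deviations above library mean, with baseline fluorescence within five deviations of library mean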;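 also: RGS4 expression induced by doxycycline in cells with stable M3 receptor; B-score is computed from the integrated fluorescence ratio over baseline after carbachol; higher B-score means a larger calcium signal and so more RGS4 inhibition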
Target sequence (P49798 whole entry, looked up): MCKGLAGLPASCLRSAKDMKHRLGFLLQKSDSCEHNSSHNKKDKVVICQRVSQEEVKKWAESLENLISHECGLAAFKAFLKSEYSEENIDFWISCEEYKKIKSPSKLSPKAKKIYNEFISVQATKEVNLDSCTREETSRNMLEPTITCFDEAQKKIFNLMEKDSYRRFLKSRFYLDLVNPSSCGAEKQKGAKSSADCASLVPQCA
The depositor's hits bear a star; i = inactive; / = not tested or not shown.

SMILES	RGS4 act	KCNQ1 block	KCNK9 inh	TMEM16A inh	HDAC3 inhib	hERG rescue	SKKanGAS inh	KCNQ1 pot	TMEM16A act	KCNK3 block	RGS4 inh
Cc1cc(Oc2ccccc2)nc(-c2ccccc2)n1	i	i	i	i	-4	-11	-3	i	i	i	i
Cc1cc(C(F)(F)F)nc(SCC(=O)Nc2cc(C)on2)n1	i	i	i	i	-8	-3	1	i	i	i	i
COc1ccc(NS(=O)(=O)c2ccc3c(c2)N(C(C)=O)CCO3)cc1	i	i	i	i	-3	-4	-2	i	i	i	i
CC1CCN(C(C(=O)NC2CCCCC2)c2cc3c(cc2[N+](=O)[O-])OCO3)CC1 (stereo not drawn)	i	i	i	i	4	-9	2	i	i	i	i
O=C(c1ccc2c3c(cccc13)CC2)C1CCCN(C(=O)c2ccc(=O)[nH]c2)C1 (stereo not drawn)	i	i	i	i	-3	-19	-1	i	i	i	i
COc1ccc2oc(C(=O)NN3C(C)CCCC3C)c(C)c2c1 (stereo not drawn)	i	i	i	i	-2	-9	-1	i	i	i	i
S=c1[nH]nc(COc2ccccc2)n1-c1ccccc1	i	i	i	i	3	-15	-3	i	i	i	i
CSc1ncc(CN2CCCC(C(=O)Nc3ccc(-c4ccco4)cc3)C2)cn1 (stereo not drawn)	i	i	i	i	-2	-11	-3	i	i	i	i
CC(=O)c1ccc(N2CCN(C(=S)NCc3ccco3)CC2)cc1	i	i	i	i	1	-1	-1	i	i	i	i
COC(=O)c1c(NC(C)=O)sc(Cc2ccccc2)c1C	i	i	i	i	3	-3	1	i	i	i	i
CN1C(=O)SC(Nc2ccccc2C(=O)O)C1=O (stereo not drawn)	i	i	i	i	3	-9	7	i	i	i	i
CCn1nnc(NC(=O)Cc2ccc(Cl)cc2)n1	i	i	i	i	-1	-4	-3	i	i	i	i
O=C(Nc1ccc(Br)cc1)c1ccc(N2C(=O)C3CC=CCC3C2=O)cc1 (stereo not drawn)	i	i	i	i	-10	-3	1	i	i	i	i
C/C(N)=C(/C#N)C(=O)CSc1nc2scc(-c3ccc(F)cc3)c2c(=O)n1C	i	i	i	i	-4	-2	70*	i	i	i	i
COc1ccc(S(=O)(=O)N2CCCCC2)cc1NC(=O)c1ccco1	i	i	i	i	0	-7	-3	i	i	i	i

Limited to KCNK9 inh, for some of the entries so far:
canonical_smiles,KCNK9 inh
Cc1cc(Oc2ccccc2)nc(-c2ccccc2)n1,i
Cc1cc(C(F)(F)F)nc(SCC(=O)Nc2cc(C)on2)n1,i

The list goes on:
SMILES	RGS4 act	KCNQ1 block	KCNK9 inh	TMEM16A inh	HDAC3 inhib	hERG rescue	SKKanGAS inh	KCNQ1 pot	TMEM16A act	KCNK3 block	RGS4 inh
O=C(Nc1nc2ccc([N+](=O)[O-])cc2s1)c1ccc(S(=O)(=O)N2CCCc3ccccc32)cc1	i	9*	i	100*	7	-16	31	i	i	i	i
COc1ccc(C(=O)OCC(=O)Nc2sccc2C(N)=O)cc1OC	i	i	i	i	1	-8	6	i	i	i	i
Cc1cc(-n2c(C)cc(C(=O)CSc3nnc4sc5ccccc5n34)c2C)no1	i	i	i	i	-2	-5	5	i	i	i	i
CCCCCOC(=O)C1=C(C)N(C)C(=O)NC1c1cc(Br)c(O)c(OC)c1 (stereo not drawn)	i	i	i	i	5	-11	-2	i	i	i	i
CCOC1(c2ccccc2)CC1C(=O)N/N=C/c1cccc([N+](=O)[O-])c1 (stereo not drawn)	i	i	i	i	-5	-8	-2	i	i	i	i
CN1CCN(C(=O)CCCN2C(=O)/C(=C/c3cccc(Br)c3)SC2=S)CC1	-7.2*	i	i	/	/	-21	19	i	i	i	i
CCSc1nc(=S)n(CC)c(C)c1C(C)=O	i	i	i	i	1	-12	1	i	i	i	i
CC(=O)NC1(c2cccc(F)c2)CCN(C(=O)Nc2ccc(C#N)cc2)CC1	i	i	i	i	1	-4	-2	i	/	i	i
Cc1cc(C(=O)Nc2cc(C(F)(F)F)ccc2N2CCOCC2)no1	i	i	i	i	-1	-11	-4	i	i	i	i
COc1ccc(Cl)cc1NC(=O)C(C)Sc1nncn1C (stereo not drawn)	i	i	i	i	-3	-10	-13	i	i	i	i
O=C(COc1ccc(F)cc1)Nc1cc(Cl)ccc1-n1cncn1	i	i	i	i	0	-8	-10	i	i	i	i
COc1ccc(C(=O)N(C(C)C)C(C)C)c(OC)c1	i	i	i	i	2	-3	-2	i	i	i	i
CC(C)C(=O)NC(NC(=O)C(C)C)c1ccc([N+](=O)[O-])cc1	i	i	i	i	7	-4	-12	i	i	i	i
O=C(CNCCCO)Nc1cc(C(F)(F)F)cc(NC(=O)CNCCCO)c1Cl	i	i	i	i	-3	-3	8	i	i	i	i
O=C(NC(=S)Nc1cccc([N+](=O)[O-])c1)c1ccccc1	i	i	i	i	2	-1	-9	i	i	i	i

5 compounds out of the list, ordered by count of non-hydrogen atoms, largest number first.
SMILES	RGS4 act	KCNQ1 block	KCNK9 inh	TMEM16A inh	HDAC3 inhib	hERG rescue	SKKanGAS inh	KCNQ1 pot	TMEM16A act	KCNK3 block	RGS4 inh
CSc1ncc(CN2CCCC(C(=O)Nc3ccc(-c4ccco4)cc3)C2)cn1 (stereo not drawn)	i	i	i	i	-2	-11	-3	i	i	i	i
COc1ccc(C(=O)OCC(=O)Nc2sccc2C(N)=O)cc1OC	i	i	i	i	1	-8	6	i	i	i	i
CC(=O)c1ccc(N2CCN(C(=S)NCc3ccco3)CC2)cc1	i	i	i	i	1	-1	-1	i	i	i	i
CC(C)C(=O)NC(NC(=O)C(C)C)c1ccc([N+](=O)[O-])cc1	i	i	i	i	7	-4	-12	i	i	i	i
O=C(NC(=S)Nc1cccc([N+](=O)[O-])c1)c1ccccc1	i	i	i	i	2	-1	-9	i	i	i	i

(continued)
SMILES	RGS4 act	KCNQ1 block	KCNK9 inh	TMEM16A inh	HDAC3 inhib	hERG rescue	SKKanGAS inh	KCNQ1 pot	TMEM16A act	KCNK3 block	RGS4 inh
COC(=O)c1c(NC(=O)C(=O)NCC2CCCO2)sc2c1CC(C)(C)OC2 (stereo not drawn)	i	i	i	i	-2	-10	-5	i	i	i	i
CC/C(=N/Nc1cccc(Cl)c1)c1cnnc(SC)n1	i	i	i	i	3	-4	-4	i	i	i	i
O=C(O)C(Cc1ccccc1)N1CCS(=O)(=O)CC1 (stereo not drawn)	i	i	i	i	8	-6	-20	i	i	i	i
CCc1cc2c(NC(Cc3ccccc3)C(=O)O)nc(C)nc2s1 (stereo not drawn)	i	i	i	i	3	-7	7	i	i	i	i
O=C(/C=C/c1cccc(Oc2ccccc2)c1)N1CCOCC1	i	i	i	i	0	-2	0	i	i	i	i
CS(=O)(=O)N1CCc2cc(-c3csc(NCC4CCCO4)n3)ccc21 (stereo not drawn)	i	i	i	i	-7	-11	11	i	i	i	i
COc1ccc(Cl)cc1NC(=O)CSc1nc2sccc2c(=O)[nH]1	i	i	i	i	8	-11	43	i	i	i	i
COCCN1C(=O)c2oc3cc(C)c(C)cc3c(=O)c2C1c1ccc(O)cc1 (stereo not drawn)	i	i	i	i	6	-3	-5	i	i	i	i
Cc1sc2nc(CSCC(=O)NC3CCCCC3)[nH]c(=O)c2c1C	i	i	i	i	-6	-7	-2	i	i	i	i
COC(=O)c1ccc(NCC(=O)c2ccccc2)cc1	i	i	i	i	5	-8	6	i	i	i	i
CCCCn1c(N)c(N(CCOC)C(=O)c2cccc(S(=O)(=O)N(CC)c3ccccc3)c2)c(=O)[nH]c1=O	i	i	i	i	-2	-10	-4	i	i	i	i
O=C(N/C(=C\c1cn(-c2ccccc2)nc1-c1ccc(Cl)cc1)C(=O)N1CCOCC1)c1ccccc1	i	i	i	i	-5	-4	23	i	/	/	i
N#Cc1ccccc1Sc1ccccc1C(=O)Nc1ccc(Br)cc1	i	i	i	i	1	-16	2	i	i	i	i
Cc1ccccc1CSc1ncc(C#N)c(N)n1	i	i	i	i	6	-9	1	i	i	i	i
O=[N+]([O-])c1ccc(OCCO)c(P(=O)(c2ccccc2)c2ccccc2)c1	i	i	i	i	1	-9	17	i	i	i	i
COC(=O)CSc1nc(N)c(C#N)c(-c2ccco2)c1C#N	i	i	i	i	-5	-18	-2	i	i	i	i
COc1ccc(N2C(=O)CC(N(Cc3ccco3)C(=O)CCC(=O)O)C2=O)cc1 (stereo not drawn)	i	i	i	i	-9	-2	6	i	i	i	i
COc1cccc(OC)c1C(=O)Nc1ccc([N+](=O)[O-])cn1	i	i	i	i	5	-1	4	i	i	i	i
CCOc1cnc(-c2ccc(Cl)cc2)o1	i	i	i	i	-4	-7	2	i	i	i	i
O=C(NCc1ccccc1Cl)C1CCCN1C(=O)NC1CCCCC1 (stereo not drawn)	i	i	i	i	6	-4	-1	i	i	i	i
CC(COc1cccc2ccccc12)CN1CCN(C)CC1 (stereo not drawn)	i	i	i	i	1	-12	10	i	i	i	i
Cc1ccc(NC(=O)CCNS(=O)(=O)c2ccc3c(c2)c(=O)n(C)c(=O)n3C)cc1C	i	i	i	i	1	-8	5	i	i	i	i
CCOC(=O)/C(C#N)=C1/C=CN(C)C=N1	i	i	i	i	5	-7	4	i	i	i	i
O=C(CCNS(=O)(=O)c1cccc2nsnc12)NCc1ccccc1	i	i	i	i	4	-4	-4	i	i	i	i
O=C(c1ccco1)N1CCN(Cc2cc(=O)c(OCc3ccc([N+](=O)[O-])cc3)co2)CC1	i	i	i	i	-4	-10	-9	i	i	i	i
COc1ccc(OC)c(NC(=O)C2CCN(S(=O)(=O)c3ccc4c(c3)OCCO4)CC2)c1	i	i	i	i	2	-6	1	i	i	i	i
O=C(CCCCCN1C(=O)c2cccc([N+](=O)[O-])c2C1=O)Nc1ccccc1F	i	i	i	i	1	-8	-3	i	i	i	i
Cc1cc(C)n(CC(=O)Nc2ccc([N+](=O)[O-])cc2)n1	i	i	i	i	5	-7	-12	i	i	i	i
COC(=O)c1ccc2c(c1)sc(=NC(=O)CCS(=O)(=O)c1ccccc1)n2C	i	i	i	i	0	-16	-7	i	i	i	i
CCN(CC)CCn1c(=N)n(CC(O)COc2cccc(C)c2)c2ccccc21 (stereo not drawn)	i	i	i	i	4	-20	5	i	i	i	i
CC1CN(C(=O)CS(=O)(=O)Cc2ccccc2)CC(C)O1 (stereo not drawn)	i	i	i	i	0	-5	-4	i	i	i	i
CCOc1ccc(CC(=O)N/N=C/c2cccnc2)cc1OCC	i	i	i	i	-16	-5	-2	i	i	i	i
Cc1cc(NC(=O)CSc2nnc(C3CC3)n2N)no1	i	i	i	i	4	-6	4	i	i	i	i
